# IL2 activator: IL-2 activation. IL-2 activation reporter assay, cell-based qHTS; stimulated with anti-CD3/CD4/CD28 beads; in transgenic mouse T cells. 360,000 tested, 0.065% active. activation, % (series mostly up to about 46 µM). AID 652025; in the data active = activation above about 50%; inconclusive = mostly about 30% to 49%; also: 0% is about no effect
#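 Unstimulated transgenic mouse T cells, 750 per well, received compound and, after 60 minutes, anti-CD3/anti-CD4 bead plus anti-CD28 stimulation. EGFP and DsRed were quantified after 18 hours.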
# EPAC1 ag: EPAC1 (human) agonism | O95398 | EPAC1 agonist qHTS, biochemical assay; response scale: 100% = response to 6.5 mM cAMP | Potency, µM (top dose mostly 154 µM), without a hit: top-dose activation, usual class: activators | 360,000 tested, 0.073% active | AID 720707; also: potency is read from the fitted curve at half-maximal effect; nearly all actives have a fitted effect of over 60% in size
#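 Nucleotide exchange assay: 100 nM EPAC1 with 250 nM Rap1B loaded with BODIPY-GDP and 50 uM GDP, room temperature. Fluorescence (480/540 nm) read every 5 min for 30 min; signal change normalized to 6.5 mM cAMP as full agonist.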
# EPAC1 antag: blocks human EPAC1 exchange factor; O95398; EPAC1 GEF assay, Rap1b-BODIPY-GDP exchange fluorescence; Potency, µM (titrated, usually from 115 µM), for inactives: at the top dose activity change, negative = inhibition, most hits filed as inhibitors; 360,000 tested, 0.14% active; AID 720709;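 also: potency is read from the fitted curve at half-maximal effect; plate controls were vehicle for no effect and positive control for full effect; nearly all actives have a fitted effect of over 50% in size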
# CCT modulator: changes cytosolic chaperonin activity; purified chaperonin ATPase assay, HTRF ADP detection, 30 min; activity change, % (test concentration not listed), hits read low; 360,000 tested, 0.3% active; in the data active = activity change below about -30%; also: % is scaled to controls: 0 for no effect and ±100 for the full control effect
#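 TRiC (40 or 20 nM final, by batch activity) in 30 mM Tris pH 7.4, 100 mM KCl, 5 mM MgCl2, 1 mM DTT was treated with compound at 76 uM single dose, then 10 uM ATP, 30 min at 37 °C. ADP was read by HTRF Transcreener.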
# EPAC2 agonist: agonists of human EPAC2 (RAPGEF4). EPAC2 activation, biochemical qHTS; response scale: 100% = 6.5 mM cAMP response. Potency, µM (top dose mostly 154 µM), inactives show top-dose activation, hits mostly activators. 360,000 tested, 0.079% active; also: potency is read from the fitted curve at half-maximal effect; nearly all actives have a fitted effect of over 50% in size
#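 Readout is BODIPY fluorescence (480 nm excitation, 540 nm emission), which falls as labeled GDP is exchanged off Rap1B. EPAC2 at 100 nM acted on 250 nM RAP1B-BODIPY-GDP with 50 uM GDP present.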
# PI5P4Ka inh: PI5P4K alpha (human) kinase inhibition. PI5P4Kalpha enzyme, ADP-Glo luminescence, 60 min; hits give low values. P48426. 330,000 tested, 1.2% active. max response, %; active = max response of -50% or lower; inconclusive = between -30% and -50%; inactive = -30% or higher; also: value at the top dose of about 77 µM; % is scaled to controls: 0 for no effect and ±100 for the full control effect
# Target sequence (P48426 whole entry, looked up): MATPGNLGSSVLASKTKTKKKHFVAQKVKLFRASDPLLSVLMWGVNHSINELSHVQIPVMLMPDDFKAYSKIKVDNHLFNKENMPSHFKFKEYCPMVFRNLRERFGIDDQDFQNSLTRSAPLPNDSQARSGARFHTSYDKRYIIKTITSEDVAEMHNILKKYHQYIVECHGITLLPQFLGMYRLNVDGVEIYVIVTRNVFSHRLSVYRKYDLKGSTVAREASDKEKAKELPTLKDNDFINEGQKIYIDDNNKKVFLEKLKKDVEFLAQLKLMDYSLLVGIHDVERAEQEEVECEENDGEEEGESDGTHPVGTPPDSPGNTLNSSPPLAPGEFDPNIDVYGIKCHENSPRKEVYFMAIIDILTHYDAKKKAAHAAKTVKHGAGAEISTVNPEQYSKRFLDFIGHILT
#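 Human PI5P4Kalpha with substrate in 0.038 M HEPES pH 7.4, 0.28 mM EGTA, 0.1% CHAPS, 5% DMSO; reaction started with 5 microM ATP (final), 60 min at room temperature. ADP formed read by ADP-Glo luminescence.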
# WRN inhibitor: blocks human WRN helicase; WRN helicase unwinding, fluorescent forked duplex, kinetic; Q14191; 360,000 tested, 0.46% active; Potency, µM (highest dose often 114 µM), for inactives: at the highest dose activity change, negative = inhibition, usual class: inhibitors; AID 651768; also: potency is read from the fitted curve at half-maximal effect; % is scaled to controls: 0 for no effect and ±100 for the full control effect; nearly all actives have a fitted effect of over 55% in size
#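 WRN at 20 nM final preincubated with compound 15 min at room temperature; reaction started with 100 nM fluorophore/quencher forked duplex oligonucleotide and 2 mM ATP final. Unwinding followed kinetically by red fluorescence (ex 525, em 598 nm).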
# PLK1 PBD block: inhibitors of human PLK1 polo-box domain binding; Plk1 PBD binding of FITC phosphopeptide, fluorescence polarization; Potency, µM, for the others: max response, negative = inhibition, usual class: inhibitors; P53350; 360,000 tested, 2.8% active; also: potency is read from the fitted curve at half-maximal effect; series mostly up to about 57 µM; % is scaled to controls: 0 for no effect and ±100 for the full control effect; nearly all actives have a fitted effect of over 65% in size
# Target sequence (P53350 whole entry, looked up, the tested form may be a part): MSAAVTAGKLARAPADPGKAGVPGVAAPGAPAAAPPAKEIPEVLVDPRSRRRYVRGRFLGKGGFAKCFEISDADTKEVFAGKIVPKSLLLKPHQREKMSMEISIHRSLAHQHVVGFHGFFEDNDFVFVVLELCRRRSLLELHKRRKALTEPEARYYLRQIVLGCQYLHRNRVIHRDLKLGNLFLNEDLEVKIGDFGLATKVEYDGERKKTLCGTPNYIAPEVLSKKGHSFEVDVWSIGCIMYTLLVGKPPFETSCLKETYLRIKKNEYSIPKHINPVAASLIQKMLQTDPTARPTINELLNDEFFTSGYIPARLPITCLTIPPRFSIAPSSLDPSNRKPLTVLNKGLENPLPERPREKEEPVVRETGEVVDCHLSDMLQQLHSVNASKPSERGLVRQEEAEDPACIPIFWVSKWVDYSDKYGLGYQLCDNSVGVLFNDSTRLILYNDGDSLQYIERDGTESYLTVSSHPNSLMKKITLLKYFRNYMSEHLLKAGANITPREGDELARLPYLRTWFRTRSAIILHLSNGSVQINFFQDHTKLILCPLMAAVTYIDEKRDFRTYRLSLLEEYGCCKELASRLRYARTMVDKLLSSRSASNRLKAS
# An asterisk follows results filed as active; u = inconclusive; x = no result given; [ ] = dose if it differs, or a comment. Unless noted, calls follow the shape of the dose curve; as a rule, active = well fitted curve in the direction sought with a large enough effect; inconclusive = small, poorly fitted or top-dose-only effect, or another doubt; inactive = no such curve, though single readings can be large; an effect the other way counts as inactive or inconclusive. Some of the compounds tested; rates above refer to the full screens.
SMILES,IL2 activator,EPAC1 ag,EPAC1 antag,CCT modulator,EPAC2 agonist,PI5P4Ka inh,WRN inhibitor,PLK1 PBD block
Cc1ccc(NC(=O)NC2CCCCC2)cc1Cl,1.9,-7%,14%,-4.6,2%,x,0%,-3%
CCOC(=O)N1CCC(N2Cc3cccc(C(=O)Nc4cccc(F)c4)c3C2=O)CC1,-4.5,6%,-26%,1.7,-1%,1,-23%[57.1 µM],-17%
COc1ccc(CN2CCN(C(=O)c3ccco3)CC2)cc1OCc1ccccc1,-0.3,1%,-19%,-1.5,9%,1,-9%,-8%
CC(=O)OCc1cc2cccc(C)c2[nH]c1=O,0.9,3%,13%,-1.5,10%,-1,1%,-1%
COc1cc2c3nnc(-c4ccccc4)c-3cn(Cc3ccccc3F)c2cc1OC,176*,21%,44%[activator],-0.3,u,-13,-23%[57.1 µM],21µM*
COc1c2c(cc3oc(=O)c4c5ccc(O)cc5oc4c13)OC(C)(C)CC2,-0.8,-16%,1%,-4.4,-1%,-7,3%,-2%
CC(C)(CN1CCOCC1)NS(=O)(=O)c1ccccc1,1.9,1%,-8%,-4.4,7%,-4,6%,-13%
CNC(=O)CN1C(=O)c2cccc3cccc1c23,0.1,-4%,8%,-2.1,7%,-4,9%,5%
CCCC(=O)Nc1ccc(C(=O)NNC(=S)NC(=O)c2cccs2)cc1,8.2,9%,-10%,-5.6,-1%,x,-18%,-19%
C#CCN(C[C@@H]1[C@@H](OC(=O)Nc2cccs2)[C@@H](OC(=O)Nc2cccs2)Cn2c(=O)ccc(=O)n21)S(=O)(=O)c1ccc(C)cc1,-4.1,4%,7%,0.9,4%,-29,-6%,-16%
Cc1onc(-c2c(F)cccc2Cl)c1C(=O)NC(C)c1ccccc1 (stereo not drawn),0.3,3%,4%,-1.6,3%,5,-3%,2%
COc1ccc(NC(=O)C(c2cc3ccccc3o2)n2c(=O)c(-c3cc4ccccc4[nH]3)nc3ccccc32)cc1 (stereo not drawn),5.5,12%,-2%,x,1%,2,-1%,-5%
Cc1cc(C)n2c(SCC(=O)NC3CCCC(C)C3C)nnc2n1 (stereo not drawn),-1.6,4%,-11%,-1.2,-4%,-17,-10%,-11%
COCCN(C(=O)CSc1ccc2c(c1)OCCO2)c1c(N)n(CC(C)C)c(=O)[nH]c1=O,-0.1,10%,5%,-3.6,6%,0,-5%,u
COc1cc(C)nc(NS(=O)(=O)c2ccccc2)n1,-0.5,-5%,-10%,-1.8,7%,2,0%,-1%
Nc1ccccc1C(=O)NCc1ccc(F)cc1,-2.4,11%,-22%,0.2,9%,3,-2%,0%
COc1ccc(NC(=O)C2CCN(S(=O)(=O)c3c(C)noc3/C=C/N(C)C)CC2)cc1,-1.2,-3%,-1%,-2.0,2%,-4,-4%,1%
CSc1cccc(NC(=O)C2CC(=O)N(Cc3ccccc3)C2)c1 (stereo not drawn),-3.2,-5%,6%,0.3,6%,1,4%,0%
Cn1c(CNc2cccc(Cl)c2)nnc1SCC#N,0.1,3%,-15%,0.0,-2%,2,-6%,-2%
N#C/C(=C\c1cccnc1)c1ccc([N+](=O)[O-])cc1,-0.8,5%,-4%,-1.7,2%,2,-24%,-12%
Cc1ccccc1OCC(=O)OCC(=O)NCCc1ccccc1,-0.2,-1%,-7%,-0.6,7%,-1,11%,-5%
O=C(Nc1cccc2ncccc12)c1ccc(F)cc1,0.8,12%,-6%,-0.3,10%,3,-17%,-3%
Nc1c(C(=O)NCCc2ccccc2)nnn1Cc1ccc(Cl)cc1,-1.5,-7%,-5%,-1.4,-3%,0,-3%,-19%
O=C(NC(=S)N1CCN(C/C=C/c2ccccc2)CC1)c1ccc(F)cc1,-3.9,-3%,-6%,0.9,7%,-3,0%,1%
CC(C)c1ccc(O)c(NC(=O)c2cccnc2)c1,-2.9,1%,3%,-2.6,4%,x,-1%,-9%

# (cont.)
SMILES,IL2 activator,EPAC1 ag,EPAC1 antag,CCT modulator,EPAC2 agonist,PI5P4Ka inh,WRN inhibitor,PLK1 PBD block
Cc1cc(C(=O)N2CCCC(N3CCN(c4ccc(F)cc4)CC3)C2)c(C)o1 (stereo not drawn),4.0,16%,6%,-1.4,-3%,-12,10%,27µM*
COCCN1Cc2cccc(C(=O)NCCc3ccccc3)c2C1=O,-0.2,2%,15%,-0.3,6%,0,6%,0%
c1ccc(CN2CCC(N3CCC(N4CCCCCC4)CC3)CC2)cc1,0.8,5%,-11%,-4.5,-5%,2,-18%,-2%
O=C(NNC(=S)NC(=O)c1ccccc1[N+](=O)[O-])c1ccccc1O,1.9,3%,-13%,-1.2,5%,8,1%,-20%
O=C1CC(SC2=NCCS2)C(=O)N1c1ccc(Cl)cc1 (stereo not drawn),-3.6,-5%,4%,-0.5,7%,-3,2%,-2%
CCN(CC)C(=O)[C@H]1C[C@H](CC(=O)NCc2ccc(OC)c(OC)c2)C(=O)N2CCc3c([nH]c4cc(-c5ccco5)ccc34)[C@]12C,-1.0,-3%,-11%,1.2,4%,5,-9%[11.6 µM],1%
CC(C)(C)c1ccc(COC(=O)CN2C(=O)NC3(CCCC3)C2=O)cc1,-4.7,3%,-9%,-1.5,-3%,0,-1%,-1%
CC(=O)N1CCN(c2ccc(NC(=S)NC(=O)c3ccccc3)cc2)CC1,-2.1,-3%,-9%,-3.6,9%,0,1%,-14%
COc1cc(NC(=O)COC(=O)CNC(=O)c2ccc(C)cc2)c(C)cc1[N+](=O)[O-],-1.7,-7%,5%,3.3,4%,3,8%,0%
Cc1ccc(S(=O)(=O)N2CCN(C3CC(=O)N(CCc4ccccc4)C3=O)CC2)cc1C (stereo not drawn),-3.3,11%,-1%,-1.5,9%,x,-5%,1%
CCc1ccc(OCC(=O)Nc2ccc(CN3CCCCC3)cc2)cc1,-1.8,7%,-8%,2.1,7%,3,-7%,-14%
Cc1cccc(-n2c(O)c(C=Nc3ccccc3-c3n[nH]c(=S)[nH]c3=O)c3ccccc3c2=O)n1,0.5,-12%,-23%,1.9,1%,-23,-2%,27µM*
Cc1ccc2c(c1)N=C(c1ccccc1)CC(C(Cl)Cl)=N2,-0.8,8%,-3%,0.8,7%,6,-26%,-28%
NC(=O)CN1CCN(S(=O)(=O)c2ccc(Cl)cc2)CC1,-0.8,-4%,-12%,-2.6,2%,-2,6%[57.1 µM],-3%
NS(=O)(=O)c1ccc(S(=O)(=O)N(CCc2ccccc2)Cc2ccccn2)cc1,0.3,12%,-1%,1.1,5%,1,-6%,0%
CNC(=O)c1ccsc1NC(=O)CCS(=O)(=O)c1ccc(F)cc1,-0.7,1%,9%,-0.9,-1%,-1,-7%,-4%
COCCNC(=O)C1(C)C=CC2(CCCCC2)N1C(=O)c1ccccc1 (stereo not drawn),0.5,-12%,10%,-2.1,-1%,0,7%,4%
COC(=O)c1c(NC(=O)CSc2ncn[nH]2)sc(C)c1C,0.8,10%,-17%,-1.5,3%,0,0%,-12%
Cn1ccnc1SCC(=O)c1cccc(Br)c1,-2.4,9%,-1%,-0.2,7%,x,-14%,u
COc1ccccc1C(=O)NCC(=O)OCC(=O)NNC(=O)c1ccc(Br)cc1,-0.6,9%,8%,0.8,1%,-6,-19%,4%
CC(=O)N1CCc2cc(NC(=O)C3(C)CCN3Cc3ccccc3Cl)ccc21 (stereo not drawn),-0.4,4%,-20%,0.0,10%,0,-4%,-9%
COc1ccccc1C(=O)Nc1nsc(-c2ccccc2)n1,0.8,7%,11%,-3.6,1%,-4,3%,-3%
COc1ccc(C(c2nnnn2C2CCCCC2)N2CCN(c3ccc(OC)cc3)CC2)cc1 (stereo not drawn),0.3,15%,-18%,-0.9,13%,1,-7%,1%

# Given with values under each structure: entries from further up
# Order of results – IL2 activator	EPAC1 ag	EPAC1 antag	CCT modulator	EPAC2 agonist	PI5P4Ka inh	WRN inhibitor	PLK1 PBD block
CCCC(=O)Nc1ccc(C(=O)NNC(=S)NC(=O)c2cccs2)cc1
    8.2	9%	-10%	-5.6	-1%	x	-18%	-19%
C#CCN(C[C@@H]1[C@@H](OC(=O)Nc2cccs2)[C@@H](OC(=O)Nc2cccs2)Cn2c(=O)ccc(=O)n21)S(=O)(=O)c1ccc(C)cc1
    -4.1	4%	7%	0.9	4%	-29	-6%	-16%
Cc1onc(-c2c(F)cccc2Cl)c1C(=O)NC(C)c1ccccc1 (stereo not drawn)
    0.3	3%	4%	-1.6	3%	5	-3%	2%
COc1ccc(NC(=O)C(c2cc3ccccc3o2)n2c(=O)c(-c3cc4ccccc4[nH]3)nc3ccccc32)cc1 (stereo not drawn)
    5.5	12%	-2%	x	1%	2	-1%	-5%
Cc1cc(C)n2c(SCC(=O)NC3CCCC(C)C3C)nnc2n1 (stereo not drawn)
    -1.6	4%	-11%	-1.2	-4%	-17	-10%	-11%
COCCN(C(=O)CSc1ccc2c(c1)OCCO2)c1c(N)n(CC(C)C)c(=O)[nH]c1=O
    -0.1	10%	5%	-3.6	6%	0	-5%	u
COc1cc(C)nc(NS(=O)(=O)c2ccccc2)n1
    -0.5	-5%	-10%	-1.8	7%	2	0%	-1%
Nc1ccccc1C(=O)NCc1ccc(F)cc1
    -2.4	11%	-22%	0.2	9%	3	-2%	0%
COc1ccc(NC(=O)C2CCN(S(=O)(=O)c3c(C)noc3/C=C/N(C)C)CC2)cc1
    -1.2	-3%	-1%	-2.0	2%	-4	-4%	1%
CSc1cccc(NC(=O)C2CC(=O)N(Cc3ccccc3)C2)c1 (stereo not drawn)
    -3.2	-5%	6%	0.3	6%	1	4%	0%
Cn1c(CNc2cccc(Cl)c2)nnc1SCC#N
    0.1	3%	-15%	0.0	-2%	2	-6%	-2%
N#C/C(=C\c1cccnc1)c1ccc([N+](=O)[O-])cc1
    -0.8	5%	-4%	-1.7	2%	2	-24%	-12%
Cc1ccccc1OCC(=O)OCC(=O)NCCc1ccccc1
    -0.2	-1%	-7%	-0.6	7%	-1	11%	-5%
O=C(Nc1cccc2ncccc12)c1ccc(F)cc1
    0.8	12%	-6%	-0.3	10%	3	-17%	-3%
Nc1c(C(=O)NCCc2ccccc2)nnn1Cc1ccc(Cl)cc1
    -1.5	-7%	-5%	-1.4	-3%	0	-3%	-19%
O=C(NC(=S)N1CCN(C/C=C/c2ccccc2)CC1)c1ccc(F)cc1
    -3.9	-3%	-6%	0.9	7%	-3	0%	1%

# Assay outcomes from PubChem.
